KCNH2 3.1 inh – inhibitors of human KCNH2 3.1 potassium channel isoform; actives 0.95% (n = 340,000); activity change, % (tested at about 1.8 µM); U2OS KCNH2 3.1, thallium flux FluxOr; stronger effect = lower value;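 active means maximum activity change below -70%; inconclusive means maximum activity change from -70% to -50%; inactive means maximum activity change above -50%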;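 further: thallium influx rate constant from kinetic fluorescence after stimulation buffer; on the % scale 0 is the no-effect control and ±100 the full control effect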
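Channel expression came from 3.1 mutant virus (1.77 x 10^8 /mL) applied to suspended U2OS cells for 4 h. Flux was tracked with FluxOr dye plus Red40 quencher, and kinetic rate constants normalized to controls.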
Rab9 promoter act – activates the Rab9 promoter; Huh7 Rab9 promoter-luciferase reporter, luminescence, 24 h; Potency, µM (top dose mostly 9.22 µM), for the others: top-dose activation, negative = inhibition, usual class: activators; actives 2.8% (n = 320,000); AID 485297; further: potency means the concentration at half of the fitted maximal effect; % of control where 0% means no effect; nearly all actives have a fitted effect of over 60% in size
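Measured in stably transfected Huh7 cells bearing a Rab9 promoter–luciferase construct: 24 h compound treatment at 37 °C, followed by luminescence detection.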
FLuc modulator – counter-screen for miR-21 project: firefly luciferase inhibitors or activators; P08659; purified FLuc, Km substrates, luminescence inhibition; Potency, µM (top dose mostly 57.5 µM), for the others: at the top dose activity change, negative = inhibition, actives largely listed as inhibitors; actives 6.9% (n = 360,000);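 further: potency means the concentration at half of the fitted maximal effect; plate controls were vehicle for no effect and reference inhibitor for full effect; nearly all actives have a fitted effect of over 55% in size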
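Biochemical qHTS of compounds, final roughly 60 µM downward over six points, against 10 nM purified firefly luciferase using Km concentrations of substrates (10 uM D-luciferin, 10 uM ATP) in Tris acetate pH 7.5 buffer; luminescence output.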
ELG1 repair inh – ELG1-dependent DNA repair inhibition; Potency, µM (titrated, usually from 46.1 µM), without a hit: at the top dose activity change, negative = inhibition, actives largely listed as inhibitors; actives 2.3% (n = 330,000); HEK293T ELG1-luciferase reporter, luminescence, 16 h; DNA damage induced by 5-fluorouridine; further: potency means the concentration at half of the fitted maximal effect; on the % scale 0 is the no-effect control and ±100 the full control effect; nearly all actives have a fitted effect of over 55% in size
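Quantitative HTS, concentration-response format. 2,000 cells/well co-treated with 5-fluorouridine and compound, 16 hr in 5% CO2 at 37 °C; ONE-Glo luminescence read after 30 min.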
VP16 counter – Gal4-VP16 reporter inhibition counter-screen; Potency, µM (titrated, usually from 53.6 µM), without a hit: at the top dose activity, negative = inhibition, actives largely listed as inhibitors; Drosophila S2 Gal4-VP16 UAS-luciferase, luminescence, 20 h; actives 3.5% (n = 310,000); AID 2546;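 further: Gal4-VP16 expression switched on by copper sulfate through the metallothionein promoter; potency means the concentration at half of the fitted maximal effect; on the % scale 0 is the no-effect control and ±100 the full control effect; nearly all actives have a fitted effect of over 50% in size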
NPC1 promoter act – NPC1 promoter activation | Huh7 NPC1 promoter luciferase reporter, 24 h | Potency, µM (titrated, usually from 9.22 µM), inactives show at the top dose activation, hits mostly activators | actives 2.4% (n = 320,000);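 further: potency means the concentration at half of the fitted maximal effect; % of control where 0% means no effect; nearly all actives have a fitted effect of over 60% in size; reporter is driven by a mutant NPC1 promoter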
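NPC1 promoter–luciferase Huh7 cells; 24 h compound; luminescence.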
PKM2 act – PKM2 (human) enzyme activation; Potency, µM (top dose mostly 57.5 µM), inactives show at the top dose activation, usual class: activators; purified PKM2, Kinase-Glo ATP luminescence, activation; response scale: 0% is enzyme alone, no compound; actives 0.34% (n = 260,000); further: potency means the concentration at half of the fitted maximal effect; on the % scale 0 is the no-effect control and ±100 the full control effect; nearly all actives have a fitted effect of over 55% in size
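Kinase-Glo luminescence reports ATP generated from ADP (0.1 mM) and PEP (0.5 mM) by purified hPK-M2 after 1 h at room temperature, pH 7.2 imidazole buffer; intermediate enzyme activity allows detecting inhibitors and activators.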
MBNL1 CUG block – inhibitors of human MBNL1 binding to CUG repeat RNA | Q9NR56 | TR-FRET MBNL1-His/biotin-(CUG)12 binding, 665/545 ratio | Potency, µM (highest dose often 57.5 µM), for the others: top-dose activity change, negative = inhibition, most hits filed as inhibitors | actives 0.036% (n = 280,000); active means well fitted inhibition curve with a large enough effect in the signal ratio, with a control signal flat, not every such curve was filed as active; inconclusive means small, poorly fitted or top-dose-only effect, or effect the other way, or a change in a side signal; inactive means no such curve, though single readings can be large or run the other way; the % refers to the signal ratio; further: potency means the concentration at half of the fitted maximal effect; on the % scale 0 is the no-effect control and ±100 the full control effect
Target sequence (Q9NR56 whole entry, looked up): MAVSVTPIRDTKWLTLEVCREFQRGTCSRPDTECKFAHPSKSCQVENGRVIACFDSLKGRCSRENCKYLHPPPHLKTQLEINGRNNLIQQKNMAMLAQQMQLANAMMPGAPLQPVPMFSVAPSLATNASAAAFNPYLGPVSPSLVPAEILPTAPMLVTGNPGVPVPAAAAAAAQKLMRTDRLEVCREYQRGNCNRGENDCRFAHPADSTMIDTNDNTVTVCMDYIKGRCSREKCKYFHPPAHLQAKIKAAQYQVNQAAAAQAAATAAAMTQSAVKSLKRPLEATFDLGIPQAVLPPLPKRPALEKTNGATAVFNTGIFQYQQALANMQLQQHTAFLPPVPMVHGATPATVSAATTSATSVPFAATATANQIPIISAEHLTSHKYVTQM
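TR-FRET readout: Ex 340 nm, 665/545 nm emission ratio, normalized to buffer-only (basal) and MBNL1-(CUG)12 controls. Complex of MBNL1-His with Biotin-(CUG)12, compounds 92 nM–58 uM, incubated 60 min at room temperature.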
Mito fusion yeast – blocks mitochondrial division or promotes mitochondrial fusion; S. cerevisiae fusion-defective mutant growth rescue, CellTiterGlo 48 h; Potency, µM (titrated, usually from 46.1 µM), inactives show at the top dose growth rescue (activation), actives largely listed as activators; actives 0.23% (n = 320,000); AID 485298;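 further: potency means the concentration at half of the fitted maximal effect; % of control where 0% means no effect; nearly all actives have a fitted effect of over 45% in size; temperature-sensitive fusion mutants such as fzo1-1 at 37 °C on non-fermentable ethanol glycerol medium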
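Luminescent cell viability in 1536-well qHTS format served as the measure of rescued growth in ts fusion-mutant S. cerevisiae cultured on non-fermentable YPEG for 48 hours at 37C.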
RORgamma inh – blocks mouse ROR gamma transcriptional activity | P51450 | Drosophila S2 Gal4-RORgamma UAS-luciferase reporter, 20 h | Potency, µM (top dose mostly 53.6 µM), for the others: at the top dose activity change, negative = inhibition, usual class: inhibitors | actives 5.4% (n = 310,000); further: potency means the concentration at half of the fitted maximal effect; on the % scale 0 is the no-effect control and ±100 the full control effect; nearly all actives have a fitted effect of over 60% in size
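Schneider cells (Drosophila), stable Gal4 DBD–ROR gamma + UAS-luc; 1 hr cmpd preincubation; Cu2+ induction 700 uM final; 20 hr ambient; luminescence.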
Menin MLL FP TR – inhibitors of human menin-MLL interaction, mutant MLL peptide. O00255. Menin + Texas Red MLL mutant peptide, fluorescence polarization. Potency, µM (doses to about 61.6 µM), inactives show at the top dose FP activity change, negative = inhibition, most hits filed as inhibitors. actives 0.23% (n = 270,000). AID 1768; active means well fitted inhibition curve with a large enough effect in the polarisation, with a control signal flat, not every such curve was filed as active; inconclusive means small, poorly fitted or top-dose-only effect, or effect the other way, or a change in a side signal; inactive means no such curve, though single readings can be large or run the other way; the % refers to the polarisation; further: potency means the concentration at half of the fitted maximal effect; % of control where 0% means no effect; many of its hits are not listed in these tables
Target sequence (O00255 whole entry, looked up): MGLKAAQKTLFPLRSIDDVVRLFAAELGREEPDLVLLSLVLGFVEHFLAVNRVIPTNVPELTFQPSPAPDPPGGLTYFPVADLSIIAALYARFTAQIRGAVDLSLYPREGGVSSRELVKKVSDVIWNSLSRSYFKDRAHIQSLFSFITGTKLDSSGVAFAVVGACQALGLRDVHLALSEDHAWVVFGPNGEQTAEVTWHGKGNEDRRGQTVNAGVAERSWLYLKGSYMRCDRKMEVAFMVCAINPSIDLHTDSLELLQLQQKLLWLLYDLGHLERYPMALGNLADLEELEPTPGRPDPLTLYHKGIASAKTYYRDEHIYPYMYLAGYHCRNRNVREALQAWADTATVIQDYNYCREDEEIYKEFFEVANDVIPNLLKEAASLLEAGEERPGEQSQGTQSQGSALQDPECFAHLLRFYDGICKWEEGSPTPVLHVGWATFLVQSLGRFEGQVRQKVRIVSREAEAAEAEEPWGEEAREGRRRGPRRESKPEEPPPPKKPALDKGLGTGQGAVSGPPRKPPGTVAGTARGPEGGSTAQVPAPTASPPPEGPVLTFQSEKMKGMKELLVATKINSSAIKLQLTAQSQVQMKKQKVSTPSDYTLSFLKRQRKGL
Starred values were filed as active, the others as inactive; ? = inconclusive; / = not tested or not shown; [ ] = another dose, or the depositor's remark. Unless noted, the call rests on the fitted dose curve; in most records, active means well fitted curve in the direction sought with a large enough effect; inconclusive means small, poorly fitted or top-dose-only effect, or another doubt; inactive means no such curve, though single readings can be large; an effect the other way counts as inactive or inconclusive. The list is partial; rates above refer to the full screens.

SMILES | FLuc modulator | PKM2 act | ELG1 repair inh | Rab9 promoter act | NPC1 promoter act | VP16 counter | Mito fusion yeast | Menin MLL FP TR | RORgamma inh | MBNL1 CUG block | KCNH2 3.1 inh
O=C(c1ccc(F)cc1)N1CCN(C2CCCCC2)CC1 | 6% | 1%[11.5 µM] | -14% | 0% | -6% | -3% | -1% | 3% | 1% | -9% | ?
CCCS(=O)(=O)N1CCN(C(=O)c2cccs2)CC1 | 2% | 1% | 11% | -1% | -2% | -13%[0.365 µM] | -4% | 9% | 7% | -4% | -6
O=C(COc1ccc(/C=N/NC(=O)CSCc2ccc([N+](=O)[O-])cc2)cc1)NCc1ccco1 | -5% | -2% | 23µM* | -1% | -2% | ? | -1% | -1% | ? | ? | -6
CCn1cnc2c(Nc3cc(F)cc(F)c3)nc(C#N)nc21 | 1% | / | ? | -7% | 16% | / | 4% | / | / | / | /
C(=C\c1ccccc1)/C=N/N1CCN(Cc2ccccc2)CC1 | ? | -1% | ? | ? | 19% | ? | -6% | -19% | 32% | 16% | -3
O=C(O)c1ccc2c(=O)n3c(nc2c1)/C(=C/c1cccc(O)c1)CC3 | -20% | / | 1% | 4% | -5% | -2% | 6% | -14% | 6% | ? | 1
COc1ccc(CNCc2ccc([N+](=O)[O-])cc2)cc1OC | 1% | 1% | -8% | -7% | -10% | -4% | -4% | 0% | -12% | ? | -11
COc1ccc(S(=O)(=O)N2CCN(C)CC2)cc1NC(=O)c1ccccc1F | 2% | -1% | -6% | -4% | 1% | -2% | -3% | ? | -21% | -9% | -5
O=C(Nc1ccccc1)c1ccccc1CSc1ccccc1 | 4% | / | 26% | 0% | 0% | / | 1% | / | / | / | -10
Cc1ccc(S(=O)(=O)n2nccc2-c2c(-c3ccc(Cl)cc3)noc2C)cc1 | 1% | -2% | ? | -10% | -1% | -10% | 5% | / | ? | / | 11
COc1ccc(S(=O)(=O)N2CCCC2CNC(=O)C(=O)Nc2ccc(C)cc2)cc1 (stereo unspecified) | -4% | / | ? | 0% | -2% | / | 13% | / | / | / | -7
O=c1c2ccccc2[nH]c(=S)n1Cc1cccs1 | 1% | 7% | -5% | -3% | 2% | 3.2µM* | 0% | ? | 1.6µM* | 11% | -7
O=C(NCc1cccnc1)/C(=C\c1ccc(-c2ccc(Cl)c(Cl)c2)o1)S(=O)(=O)c1ccccc1 | 0% | 10% | 7.3µM* | -6% | -6% | 5.6µM* | -20% | 33%[activator] | 8.9µM* | -8% | 2
CCCCC(CCC(=O)O)(C(=O)OCC)c1csc(Nc2ccc(C)cc2)n1 (stereo unspecified) | -10% | -7% | 8% | 0% | 0% | -1% | 7% | -5% | -43% | 18% | -9
Cc1ccc(CNC(=O)Cn2ncn3cccc3c2=O)cc1 | 13µM* | 0% | ? | 2.5µM* | ? | -4% | -2% | 1% | ? | 13% | -9
CCn1c(SCC(=O)Nc2ccccc2Cl)nnc1C1CC1 | 1% | -5% | 22% | -1% | -5% | -2% | -3% | 15% | -21% | 0% | -4
CCCCn1nc(C(=O)O)ccc1=O | 2% | 0% | 1% | -1% | 2% | -3% | -4% | -5% | -18% | 5% | -11
CCc1nnc2sc(-c3ccc(NC(=O)c4ccc5c(c4)OCCO5)cc3)nn12 | 0% | 6% | 5.8µM* | -4% | -2% | -3% | -3% | 16% | 33% | 8% | -2
O=C(Nc1nc2ccccc2s1)c1c(F)cccc1Cl | 24µM* | -4%[11.5 µM] | ? | ? | ? | 25% | 0% | 35%[activator] | 18% | -2% | 5
CCCc1nnc(NC(=O)C2CC(=O)N(CCc3ccc(F)cc3)C2)s1 (stereo unspecified) | -2% | 0% | ? | -5% | -3% | -8% | 1% | ? | 26% | -5% | 0

New compounds follow:
SMILES | FLuc modulator | PKM2 act | ELG1 repair inh | Rab9 promoter act | NPC1 promoter act | VP16 counter | Mito fusion yeast | Menin MLL FP TR | RORgamma inh | MBNL1 CUG block | KCNH2 3.1 inh
O=C(Nc1cccc(Cl)c1)NC1CCS(=O)(=O)C1 (stereo unspecified) | 0% | / | 1% | 0% | -4% | 7% | -2% | -11% | 1% | -4% | 7
Cc1ccc(SCc2cn3ccccc3n2)cc1 | 5.4µM* | 0% | ? | 1.6µM* | 1.3µM* | ? | -4% | / | 10µM* | -9% | -7
C=CCN1C(=O)C2(OCCCO2)c2cc(C)ccc21 | -3% | 2%[11.5 µM] | 6% | -1% | 2% | 0% | 0% | 0% | -17% | -2% | 9
Cn1cnnc1SCc1ccc(C(=O)N/N=C(\CCC(=O)O)c2ccc(C(C)(C)C)cc2)cc1 | ? | 0% | 22% | -1% | -2% | ? | 0% | -9% | 26% | ? | 3
O=C(Nc1nccs1)C1CC=CCC1 (stereo unspecified) | 1% | -4% | 16% | 7% | 1% | 4% | -12% | 0% | -22% | -7% | -11
CCOC(=O)c1c(CSc2ccccc2)n(C)c2ccc(O)c(CN3CCN(C)CC3)c12 | 2% | 13% | ? | -1% | -1% | 0% | 7% | / | -7% | -1% | 0
COc1ccc(CCNC(=O)COc2ccc(C)nc2[N+](=O)[O-])cc1OC | -1% | 1% | -5% | -2% | -7% | 1% | -10% | -8% | -12% | ? | 9
O=C(O)CN1CCCC1=Nc1ccccc1 | 5% | 4% | 0% | -1% | 6% | 3% | 2% | -3% | 2% | -1% | 6
CCCCc1ccc(NS(=O)(=O)c2c(C)n(C)c(=O)n(C)c2=O)cc1 | 0% | -4% | 5% | -1% | -2% | -1% | 6% | 10% | 18% | 3% | 0
Cc1ccccc1Nc1nc(N)nc(CSc2nc3ccccc3s2)n1 | -17% | 1% | -1% | -2% | -1% | -9% | 20µM* | 23% | ? | / | -17
O=C(N/N=C/c1ccco1)c1ccc(N2CCCC2=O)cc1 | -17% | 1% | ? | 22% | 9% | 27% | -6% | 2% | 12% | ? | 3
CC(C)(C)NS(=O)(=O)c1ccc(CCC(=O)NCc2cccnc2)cc1 | 0% | -1% | 2% | -1% | 2% | 4% | 3% | 9% | -17% | -3% | 12
Cc1noc(C)c1NC(=O)NCCN1CCN(Cc2ccccc2)CC1 | -1% | 0% | -15% | -4% | 2% | 1% | 3% | / | 12% | / | 2
CN(C)C(=O)Cn1cc(S(=O)(=O)Cc2ccccc2)c2ccccc21 | 1% | -6%[0.46 µM] | 8% | 5% | -1% | 8% | -9% | 1% | -24% | -2% | 9
Cc1nn(C)c(C)c1NC(=O)c1ccnn1C | 2% | -1% | 6% | 0% | -2% | -2% | -5% | 11% | -6% | -6% | 8
CCCN1CCN(c2ncnc3scc(C4COc5ccccc5O4)c23)CC1 (stereo unspecified) | 0% | -1% | ? | -8% | 1% | 8% | 0% | -23% | 2% | -6% | -19
O=C(Cn1nc(-c2ccc3c(c2)OCCO3)ccc1=O)Nc1cccc(NC(=O)c2ccccn2)c1 | -5% | / | ? | 2% | 1% | -12% | -5% | ? | 1% | -3% | /
O=C(CCCCCNC(=O)N1CCn2c1nc1ccccc12)NCc1ccc(F)cc1 | ? | / | 0% | 3% | 0% | 3% | -4% | / | 0% | -2% | 6
CC1=NN(c2nc(-c3ccc(F)cc3)cs2)C(=O)C1 | 17µM* | 3% | 11% | 2% | 0% | -8% | -9% | ? | 13µM* | 0% | 7
COc1ccc(CNC(=O)COC(=O)CO/N=C(\C)c2ccc3c(c2)OCO3)cc1 | -1% | / | 15% | -6% | 0% | / | -6% | / | / | / | -13

Quoted from the listing:
VP16 counter result of `O=C(N/N=C/c1ccco1)c1ccc(N2CCCC2=O)cc1` stands at 27%
PKM2 act result of `CCOC(=O)c1c(CSc2ccccc2)n(C)c2ccc(O)c(CN3CCN(C)CC3)c12` stands at 13%

Results in PKM2 act, for some of the entries so far:
molecule | PKM2 act
C=CCN1C(=O)C2(OCCCO2)c2cc(C)ccc21 | 2%[11.5 µM]
Cn1cnnc1SCc1ccc(C(=O)N/N=C(\CCC(=O)O)c2ccc(C(C)(C)C)cc2)cc1 | 0%
O=C(Nc1nccs1)C1CC=CCC1 (stereo unspecified) | -4%
CCOC(=O)c1c(CSc2ccccc2)n(C)c2ccc(O)c(CN3CCN(C)CC3)c12 | 13%
COc1ccc(CCNC(=O)COc2ccc(C)nc2[N+](=O)[O-])cc1OC | 1%

Screens as filed in PubChem.
